Compound activity as filed in PubChem BioAssay.
L major viab: inhibitors of Leishmania major promastigote growth; Leishmania major promastigotes, resazurin fluorescence viability; inhibition, % at 10 µM; 200,000 compounds, 9% hits; in the data active = inhibition above about 50%;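 also: promastigotes grown with compound for 44 hours at 28 °C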
S1P3 antagonist: blocks the human S1P3 receptor; CHO S1P3 NFAT-BLA reporter, FRET fluorescence, antagonist mode; Q99500; 170,000 compounds, 0.27% hits; inhibition, % at 4.98 µM;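 active = inhibition above the plate cutoff, the mean inhibition of test wells on that plate plus 3 SD, cut at about 28% in these data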;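 also: cells challenged with S1P at its EC80 of 0.8 µM; blue over green emission ratio from cleaved BLA substrate after 4 h stimulation; 0% = S1P-stimulated wells and 100% = unstimulated DMSO-only wells; some compounds past the cut are filed as inactive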
Target sequence (Q99500 whole entry, looked up): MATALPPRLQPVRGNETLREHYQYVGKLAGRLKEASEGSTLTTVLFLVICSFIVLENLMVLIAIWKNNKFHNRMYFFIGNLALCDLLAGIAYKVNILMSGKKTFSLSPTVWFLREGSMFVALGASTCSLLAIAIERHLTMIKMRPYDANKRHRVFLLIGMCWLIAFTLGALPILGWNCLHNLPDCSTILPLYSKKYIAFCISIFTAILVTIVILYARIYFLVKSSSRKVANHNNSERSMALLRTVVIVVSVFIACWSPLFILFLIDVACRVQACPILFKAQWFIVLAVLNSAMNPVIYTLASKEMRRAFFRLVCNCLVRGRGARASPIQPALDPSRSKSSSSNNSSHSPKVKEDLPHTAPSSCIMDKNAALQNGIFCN
TR-FRET SRC-2 ct: counter-screen for PPARgamma SRC-2 recruitment agonists: TR-FRET artefact; 200,000 compounds, 0.4% hits; TR-FRET ratio at 8 µM; active compounds read high; in the data active = TR-FRET ratio above about 2000; also: inactives centre near 1500
PPARg SRC3 recr: agonists of human PPARgamma SRC-3 coactivator recruitment; P37231; biochemical PPARgamma/SRC-3 coactivator recruitment assay; activation, % at 8 µM; 200,000 compounds, 0.26% hits; AID 731; in the data active = activation above about 23%;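 also: 0% = DMSO and 100% = reference agonist; some compounds past the cut are filed as inactive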
PPARg SRC1 recr: promotes SRC-1 coactivator recruitment by human PPARgamma. P37231. PPARgamma-SRC-1 coactivator recruitment biochemical assay. activation, % at 8 µM. 200,000 compounds, 0.41% hits. AID 631; in the data active = activation above about 19%;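 also: 0% = DMSO and 100% = reference agonist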
TLR4 MyD88 comp: TLR4-MyD88 interaction inhibition in cells | O00206+Q99836 | HeLa CL3-4 TLR4/MyD88 BLA complementation, FRET ratio | inhibition, % at 8.4 µM | 200,000 compounds, 0.18% hits | AID 861; in the data active = inhibition above about 25%;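 also: 0% = vehicle and 100% = reference inhibitor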
bIAP inhibitor: intestinal alkaline phosphatase (bovine) inhibition; purified bovine IAP, CDP-star luminescence, 30 min; inhibition, % at 20 µM; 190,000 tested, under 10 active; AID 1019;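 active = over 50% inhibition of intestinal alkaline phosphatase at 20 µM in the single-dose screen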
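test system = bovine IAP enzyme | medium = DEA buffer 100 mM, pH 9.8, with MgCl2 1.0 mM, ZnCl2 0.02 mM | detection = luminescence | dosing = single compound dose of 20 µM, 2% DMSO final | incubation = 30 min reaction at room temperature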
DTT redox prof: compounds producing H2O2 with reducing agent – biochemical, NIH compound library profiling, artefact control for MLSCN library redox annotation, primary screen. DTT-dependent redox cycling H2O2, phenol red/HRP absorbance; 100% = 100 µM peroxide control, 0% = buffer. 200,000 compounds, 0.03% hits. activation, % at 10 µM;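 active = activation of at least 50% relative to the plate's high and low controls in the primary single-dose screen; inactive = activation below 50%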;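 also: compound incubated with DTT at 0.8 mM final as the reducing agent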
ROMK primary: human ROMK K+ channel modulation, primary screen. Tet-inducible ROMK, thallium flux fluorescence; actives lie on both sides. 130,000 compounds, 2% hits. B-score at 10 µM. P48048;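 active = signal ratio slope over the read window, or its plate-corrected B-score, at least 3 SD from the plate mean, either direction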;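 also: B-score of the F/F0 ratio slope over 7 to 12 s after thallium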
Target sequence (P48048 whole entry, looked up): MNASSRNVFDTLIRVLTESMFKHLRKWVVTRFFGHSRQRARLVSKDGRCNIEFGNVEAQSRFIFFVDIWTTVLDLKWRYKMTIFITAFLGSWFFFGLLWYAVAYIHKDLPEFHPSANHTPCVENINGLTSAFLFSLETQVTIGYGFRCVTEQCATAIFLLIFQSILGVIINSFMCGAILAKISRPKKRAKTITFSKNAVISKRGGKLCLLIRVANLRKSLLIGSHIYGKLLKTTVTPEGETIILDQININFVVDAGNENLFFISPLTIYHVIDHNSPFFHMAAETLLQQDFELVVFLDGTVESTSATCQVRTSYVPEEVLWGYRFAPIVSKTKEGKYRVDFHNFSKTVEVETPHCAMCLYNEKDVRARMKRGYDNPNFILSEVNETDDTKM
PPARg SRC2 recr: PPARgamma-driven SRC-2 recruitment agonism | 200,000 compounds, 0.34% hits | P37231 | PPARgamma LBD-SRC-2 recruitment, biochemical | activation, % at 8 µM; in the data active = activation above about 22%;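 also: 0% = vehicle and 100% = reference agonist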
bIAP act: intestinal alkaline phosphatase (bovine) activation; activation factor at 20 µM; purified bovine IAP, CDP-star luminescence, 30 min; active compounds read high; fold of DMSO-control signal, blank-subtracted; 200,000 compounds, 0.17% hits;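 active = activation factor of 2 or more at 20 µM, a signal rise over negative controls twice the positive control's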
* marks the source's active call; other numbers are inactive results; · = not tested or not shown.

SMILES | L major viab | S1P3 antagonist | TR-FRET SRC-2 ct | PPARg SRC3 recr | PPARg SRC1 recr | TLR4 MyD88 comp | bIAP inhibitor | DTT redox prof | ROMK primary | PPARg SRC2 recr | bIAP act
CCCOc1cccc(C2/C(=C(/O)c3ccc(F)cc3)C(=O)C(=O)N2CCN(C)C)c1 (stereo not drawn) | -8 | · | 1601 | -8 | 11 | 0 | 4 | 0.4 | 0 | 5 | 1
c1cc(-c2nnc3n2CCCCC3)ccn1 | -2 | 20 | 1568 | 11 | -2 | 8 | 6 | 1.2 | · | 0 | 0.9
CC(C)CNC(=O)CSc1nnc(-c2ccccn2)n1Cc1ccccc1 | -4 | -6 | 1370 | 0 | 0 | -1 | 7 | 3.6 | · | 6 | 0.9
CCC(=O)Oc1cccc(C(=O)Nc2ccc(-c3nnc(-c4ccco4)o3)cc2)c1 | 99* | · | 1698 | 10 | 8 | -14 | 4 | 0.5 | · | 3 | 1
Nc1ccc(SCCN2C(=O)c3ccccc3C2=O)cc1 | 7 | 92* | 1339 | -18 | 1 | -5 | 5 | 2.4 | 0.31 | -4 | 1
CN(C)C(=O)c1cc(C(=O)c2ccccc2Cl)c[nH]1 | -1 | -14 | 1369 | 0 | -4 | -1 | -9 | -0.4 | 0.076 | -1 | 1.1
Cc1ccc2cc(/C=N/NC(=O)c3ccccc3O)c(Cl)nc2c1 | -11 | 1 | 1677 | 3 | 8 | 6 | -107 | -0.2 | · | 9 | 2.1*
COc1ccc(NC(=O)C2CCCN(S(=O)(=O)c3c(C)[nH]c(=O)[nH]c3=O)C2)cc1Cl (stereo not drawn) | 1 | -7 | 1747 | 6 | 8 | 5 | 8 | -3.3 | 0.048 | 8 | 0.9
COc1cc(CN2CCNC(=O)C2CC(=O)NCc2csc(C(C)C)n2)cc(OC)c1 (stereo not drawn) | -3 | 12 | 1628 | 6 | 10 | 2 | -20 | -1.0 | -0.53 | 7 | 1.2
CCCC(=O)Nc1nc(-c2ccccc2)ns1 | -2 | 18 | 1441 | 1 | 1 | -12 | 6 | -0.2 | 0.07 | -3 | 0.9
O=C(CC1C(=O)NCCN1Cc1ccc(-c2ccccc2)cc1)NCc1ccccc1 (stereo not drawn) | -1 | -18 | 1342 | 3 | -4 | -13 | -22 | -0.9 | -0.99 | -4 | 1.2
CC(C)(C)c1nnc(N/N=C/c2ccc(Br)cc2)n(N)c1=O | -3 | -2 | 1566 | 9 | 10 | -15 | -2 | -0.5 | 0.61 | 8 | 1
COc1cccc(NC(=O)Nc2cccn(Cc3ccccc3)c2=O)c1 | 10 | · | 1535 | 10 | 1 | -4 | 9 | 0.6 | · | 8 | 0.9
CCn1c(CNC(=O)c2cccc(C)c2)nnc1SCC(=O)NC1CCCCC1C (stereo not drawn) | -8 | · | 1681 | -2 | 6 | -9 | 4 | 0.8 | · | 3 | 1
COC(=O)c1ccccc1NC(=O)c1cc2ncc(Br)cn2n1 | -1 | 17 | 1573 | -1 | 16 | -10 | -1 | -2.5 | · | 11 | 1
COC(=O)c1cc(Br)c(=O)n(CCc2ccccc2)c1 | -3 | 10 | 1581 | 16 | 17 | 0 | 21 | 1.4 | 0.0099 | 7 | 0.8
CCC(C)N(C(=O)c1csnn1)C(C(=O)NC(C)(C)C)c1ccccc1 (stereo not drawn) | 5 | · | 1354 | 4 | -3 | -9 | -3 | -2.6 | · | 6 | 1
Cc1cccc(C(=O)N2CCCCCC2)c1 | -6 | · | 1516 | 0 | 8 | -21 | -2 | 0.2 | 0.27 | -2 | 1
COc1cccc(/C=N/NC(=O)C(=O)NCc2cccnc2)c1 | -7 | · | 1643 | 3 | 4 | -12 | -12 | 1.1 | 0.45 | 8 | 1.1
Cc1nc2ccccc2nc1N1CCCCC1 | -3 | -14 | 1592 | 0 | 5 | -6 | 9 | -0.7 | · | 5 | 0.9
c1ccn2cc(-c3ccc4c(c3)OCCO4)nc2c1 | 37 | -4 | 1690 | 6 | 10 | -6 | 16 | -0.9 | · | 6 | 0.8
COc1ccccc1-c1nnc(NC(=O)c2ccccc2F)o1 | -5 | -17 | 1645 | 4 | 4 | -2 | 4 | -0.4 | · | 5 | 1
COC(=O)c1cc(=O)n(CCc2ccccc2)c(=Nc2ccc(F)cc2)s1 | 90* | · | 1536 | 7 | 4 | -3 | 20 | -1.1 | · | 7 | 0.8
CCOC(=O)C(C)c1nc2ccccc2[nH]c1=O (stereo not drawn) | -2 | · | 1817 | 8 | 2 | -6 | -2 | -0.3 | -1.3 | 8 | 1
COc1ccc(C/C(C)=N/NC(=S)Nc2ccccc2)cc1 | 31 | -3 | 1642 | 6 | 3 | 1 | -61 | 0.1 | 0.00054 | 1 | 1.6

(continued)
SMILES | L major viab | S1P3 antagonist | TR-FRET SRC-2 ct | PPARg SRC3 recr | PPARg SRC1 recr | TLR4 MyD88 comp | bIAP inhibitor | DTT redox prof | ROMK primary | PPARg SRC2 recr | bIAP act
CC[n+]1oc(-c2ccccc2)cc1C | -3 | -7 | 1824 | 6 | 12 | 9 | -4 | -0.9 | 0.15 | 7 | 1
CCNC(=O)CN(c1ccccc1)S(=O)(=O)c1ccc(Cl)cc1 | -4 | · | 1474 | -2 | 2 | 8 | 15 | 0.1 | 0.013 | -4 | 0.8
CC(C)Cn1c(=S)[nH]c2cc(Cl)ccc21 | 1 | -24 | 1544 | 11 | 2 | -5 | 17 | 0.5 | · | 7 | 0.8
O/N=C(/CCc1ccccc1)C1(O)CCCCC1 | -3 | · | 1468 | 8 | 0 | -10 | 7 | -0.1 | 0.51 | 11 | 0.9
CCCCN1C(=O)C2ON(c3ccccc3C)C(c3ccco3)C2C1=O (stereo not drawn) | 2 | 6 | 1754 | 5 | -2 | -28 | 3 | 1.0 | · | 3 | 1
CC(C)OC(=O)c1nnn(-c2nonc2N)c1CN1CCCCCC1 | -1 | -4 | 1706 | 7 | 9 | -1 | 3 | -0.1 | 0.012 | -2 | 1
Nc1ccc(-c2ccc(N)cc2C(F)(F)F)c(C(F)(F)F)c1 | 21 | -25 | 1695 | 2 | 4 | -10 | · | 1.5 | · | 17 | 0.5
COc1cccc2cc(C(=O)N3CCN(C(=O)c4ccccc4)CC3)c(=O)oc12 | -4 | · | 1615 | 5 | 3 | 0 | -10 | -0.7 | -0.8 | 0 | 1.1
O=C(CN1C2=NCCCN2c2ccccc21)c1cccs1 | -10 | 20 | 1682 | 3 | 0 | -1 | 39 | 0.1 | · | 9 | 0.6
CO/N=C/c1ccc(N2CCN(C(=O)c3cccc(Cl)c3)CC2)c([N+](=O)[O-])c1 | 3 | · | 1512 | 3 | -5 | 1 | 13 | 1.9 | · | -5 | 0.9
COc1ccccc1N(C(=O)Cn1nnc2ccccc21)C(C(=O)NCc1ccco1)c1ccc(C)o1 (stereo not drawn) | -2 | 30 | 1659 | 8 | 4 | -6 | -9 | -12 | -1.4 | 1 | 1.1
Cc1cc(C(=O)NC2CCCc3ccccc32)no1 (stereo not drawn) | -6 | 11 | 1640 | -1 | 2 | -2 | 20 | -0.5 | · | 5 | 0.8
COc1ccc(NC(=O)C2(c3ccccc3)CCCC2)cc1 | -3 | 3 | 1669 | 2 | 4 | -19 | -14 | 0.3 | 1 | 0 | 1.1
CCOC(=O)C1CCN(C(=O)Cc2ccccc2OC)CC1 | 6 | -2 | 1490 | 0 | -3 | 6 | -2 | 0.0 | 0.0019 | -4 | 1
COc1cccc(OCCOc2cccc(/C=N/n3cnnc3)c2)c1 | 4 | · | 1673 | 9 | 4 | -11 | 12 | 1.1 | · | 13 | 0.9
CCOC(=O)c1cc(C(=O)n2cc(Cl)cn2)nn1C | -6 | 2 | 1435 | 3 | 1 | 12 | 4 | -0.3 | 0.46 | 0 | 1
CN(C)N1C(N)=C(C#N)C(c2cccc3ccccc23)C2=C1CC(c1ccccc1)CC2=O (stereo not drawn) | 96* | -3 | 1521 | -3 | -4 | 4 | -7 | 0.6 | -1.4 | -10 | 1.1
O=C(ON=C1CCN(c2ccc([N+](=O)[O-])cc2)CC1)c1ccccc1 | -8 | · | 1404 | -1 | 2 | -15 | 4 | 2.3 | · | 6 | 1
O=C(COc1ccc2ccccc2c1)Nc1nc2ccccc2[nH]1 | -3 | · | 1503 | -1 | -2 | 10 | 14 | 0.3 | 1.7 | 5 | 0.9
Cc1cc(CSc2ccccc2)ccc1NC(=O)c1ccc(Br)cc1 | 8 | -1 | 1456 | 3 | 1 | 2 | 26 | 0.6 | 0.28 | -6 | 0.7
Cc1oc(/C=N/NC(=O)CN(c2ccccc2Cl)S(C)(=O)=O)cc1Br | 48 | 4 | 1425 | 2 | -8 | -13 | 11 | -0.6 | · | -13 | 0.9
O=C(NN=C(Cc1ccccc1)Cc1ccccc1)c1ccccc1F | 64* | -1 | 1585 | -2 | 7 | -1 | -2 | 0.3 | 0.022 | -4 | 1
Cc1ccc(OCC(=O)Nc2ccc(N3CCN(C(=O)c4ccco4)CC3)cc2)cc1 | 27 | -4 | 1881 | 12 | 12 | 3 | 2 | -1.3 | 0.44 | 11 | 1
COc1cc2cc(CN(CCCN3CCOCC3)C(=O)Nc3ccccc3F)c(=O)[nH]c2cc1OC | 5 | -20 | 1412 | 1 | 5 | -2 | -2 | -1.6 | 0.42 | 0 | 1
Cc1cc(C)c(C(=O)Cn2nc(C)c([N+](=O)[O-])c2C)cc1C | -1 | -3 | 1443 | -3 | 0 | -5 | -28 | 0.2 | 0.47 | -6 | 1.3

More entries
SMILES | L major viab | S1P3 antagonist | TR-FRET SRC-2 ct | PPARg SRC3 recr | PPARg SRC1 recr | TLR4 MyD88 comp | bIAP inhibitor | DTT redox prof | ROMK primary | PPARg SRC2 recr | bIAP act
COC(=O)Nc1ccc(S(=O)(=O)N2CCCCC2)cc1 | -3 | · | 1482 | 1 | 1 | -9 | 19 | 0.2 | -1.6 | 7 | 0.8
Cc1ccc(C(=O)OCC(=O)NCC(F)(F)F)cc1C | -3 | -8 | 1511 | -3 | -3 | 8 | -5 | -0.4 | 0.47 | -2 | 1
O=C(C/C=N/OCc1ccc(Cl)cc1Cl)c1ccc(Cl)cc1 | 0 | · | 1361 | -3 | 3 | -4 | 20 | 2.3 | · | -3 | 0.8
Cc1ccc(S(=O)(=O)c2nc(N3CCOCC3)sc2Cl)cc1 | -6 | · | 1709 | 9 | 8 | -9 | 1 | 0.4 | -0.55 | 10 | 1
Cc1ccc(NC(=O)CSc2ccccc2NC(=O)c2ccccc2Cl)cc1Cl | 19 | 0 | 1580 | 1 | -1 | 8 | -7 | 0.0 | · | -3 | 1.1
COC(=O)c1ccc(/C=C2\N=C(SC)SC2=O)cc1 | 7 | -2 | 1622 | -1 | 3 | -7 | -1 | 1.6 | 0.0069 | 3 | 1
Cc1nnc(NC(=O)C2CCCN2S(=O)(=O)c2ccc(Cl)cc2)s1 (stereo not drawn) | -1 | 4 | 1707 | 0 | 2 | -9 | 0 | 1.6 | 0.96 | -2 | 1
CC(C)n1cc(/C=N/NC(=O)COc2cccc3cccnc23)c2ccccc21 | 16 | -4 | 1380 | -4 | -3 | 4 | 39 | 0.4 | · | -5 | 0.6

Hits appear at their usual frequency; overall some 11% were active at least once.
